KLK7 zymogen act: activates the human kallikrein-7 zymogen; P49862; purified proKLK7, EDANS-DABCYL substrate fluorescence; 100% is mature enzyme control, 0% vehicle; activation, % at 7 µM; actives 0.9% (n = 370,000);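 active = activation above the mean of all tested compounds plus 3 SD, computed per campaign excluding outliers beyond control limits, cut at about 13% in these data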
NPR2 activator: GC-B (human) receptor activation | activation, % at 10 µM | actives 0.11% (n = 370,000) | HEK293-GC-B cells, CNP EC30, cGMP TR-FRET; 0% at EC30 CNP, 100% saturating CNP | P20594 | AID 1920062;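 active = activation at 10 µM reaching about 35% in either raw or pattern-adjusted values, limit read from the data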
rCAG binder: r(CAG) repeat RNA binding; inhibition, % at 3 µM; AID 651821; actives 1.3% (n = 370,000); TO-PRO-1 dye displacement fluorescence;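 active = inhibition above the plate cutoff, the mean of all test compounds on that plate plus 3 SD, cut at about 35% in these data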;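 also: 0% = DMSO alone and 100% = 100 µM mitoxantrone as full dye displacement; higher means more dye released from RNA so lower well fluorescence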
ASAP1 inh: ASAP1 ArfGAP inhibition; ASAP1-stimulated ARF1 GTP hydrolysis, GDP FP detection; actives 0.19% (n = 360,000); AID 624377; inhibition, % at 16.5 µM; in the data active = inhibition above about 25%;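 also: 0% = vehicle with enzyme and substrate and 100% = no enzyme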
DDE Tn6 FP inh: DD(E)-Tn6 binding inhibition, primary FP screen. P02675. Fibrin DD(E) TRITC-Tn6 fluorescence polarization displacement. inhibition, % at 8.3 µM. actives 0.21% (n = 370,000);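 active = inhibition above a per-campaign cutoff: mean of compounds within control limits plus 3 SD, cut at about 15% in these data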;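 also: 0% = median of all compound wells on the plate and 100% = blocking peptide control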
NPR1 activator: GC-A (human) enzyme activation. P16066. HEK293 GC-A cells, cGMP TR-FRET, EC30 ANP; 0% at EC30 ANP, 100% saturating ANP. activation, % at 10 µM. actives 0.14% (n = 370,000). AID 1671463; in the data active = activation above about 40%
Target sequence (P16066 whole entry, looked up): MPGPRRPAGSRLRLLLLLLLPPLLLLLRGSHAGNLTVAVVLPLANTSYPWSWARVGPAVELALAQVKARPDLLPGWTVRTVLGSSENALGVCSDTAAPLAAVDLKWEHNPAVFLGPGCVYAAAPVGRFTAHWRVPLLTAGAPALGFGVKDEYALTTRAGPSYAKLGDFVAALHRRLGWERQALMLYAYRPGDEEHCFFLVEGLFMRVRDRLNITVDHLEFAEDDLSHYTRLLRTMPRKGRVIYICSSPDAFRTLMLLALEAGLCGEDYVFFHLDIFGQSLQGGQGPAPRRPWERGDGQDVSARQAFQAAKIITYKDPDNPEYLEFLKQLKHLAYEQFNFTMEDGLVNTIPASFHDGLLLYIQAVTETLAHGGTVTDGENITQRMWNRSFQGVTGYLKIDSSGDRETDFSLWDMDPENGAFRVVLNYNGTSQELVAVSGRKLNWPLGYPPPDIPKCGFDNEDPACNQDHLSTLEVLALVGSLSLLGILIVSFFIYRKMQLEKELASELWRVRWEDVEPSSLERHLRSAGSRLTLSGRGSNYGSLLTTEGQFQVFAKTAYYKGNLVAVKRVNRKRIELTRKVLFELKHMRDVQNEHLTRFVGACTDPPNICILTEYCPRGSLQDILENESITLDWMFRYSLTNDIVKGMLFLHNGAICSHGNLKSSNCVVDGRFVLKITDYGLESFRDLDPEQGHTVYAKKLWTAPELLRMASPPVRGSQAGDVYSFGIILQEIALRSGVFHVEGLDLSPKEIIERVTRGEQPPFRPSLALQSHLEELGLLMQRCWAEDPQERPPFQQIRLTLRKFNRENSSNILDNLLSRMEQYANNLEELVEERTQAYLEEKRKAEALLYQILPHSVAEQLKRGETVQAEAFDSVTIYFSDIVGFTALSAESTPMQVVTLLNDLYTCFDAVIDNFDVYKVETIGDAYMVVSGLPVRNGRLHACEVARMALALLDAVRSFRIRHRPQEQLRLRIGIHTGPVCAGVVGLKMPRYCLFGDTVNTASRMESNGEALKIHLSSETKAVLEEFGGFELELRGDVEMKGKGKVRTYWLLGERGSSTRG
HGIII-sPLA2 inh: Blocks human group III sPLA2 activity; QFRET BODIPY PC-A2 liposome hydrolysis, fluorescence; actives 0.56% (n = 370,000); inhibition, % at 12.2 µM; AID 743126; Q9NZ20;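 active = inhibition above mean plus 3 SD of compounds lying within the high and low control bounds, cut at about 19% in these data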;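 also: 0% = median of test compound wells and 100% = no enzyme DMSO wells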
ARFGAP1 inh: inhibitors of rat ARFGAP1. Q62848. Arfgap1-stimulated ARF1 GTP hydrolysis, GDP FP detection. inhibition, % at 16.5 µM. actives 0.26% (n = 360,000);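 active = inhibition above a per-plate limit, mean inhibition of low control wells plus 3 SD, cut at about 25% in these data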;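 also: 0% = DMSO wells with enzyme and 100% = wells lacking Arfgap1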
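material = rat Arfgap1 catalytic domain, aa 1-136 | also added = human ARF1(Δ1-17)-GTP substrate | compound dosing = one concentration, 16.5 µM, DMSO 1.26% | times = GTP hydrolysis reaction 2 h at 25 °C | measured by = FP, GDP Alexa 633 tracer displaced from anti-GDP antibody, 620/688 nm | evaluation = percent inhibition of Arfgap1-stimulated GTP hydrolysis | replication = single well per compound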
ADAM10 inh: inhibits human ADAM10 | actives 0.62% (n = 370,000) | recombinant ADAM10, EDANS/DABCYL FRET peptide cleavage, 3 h | inhibition, % at 7 µM | O14672;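 active = inhibition above a per-campaign cutoff equal to the mean of compounds falling between control-based bounds plus 3 SD, cut at about 20% in these data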;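 also: 0% = DMSO wells while the 100% control is not disclosed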
GAA850 FXN act: frataxin GAA850 promoter activation; activation, % at 6 µM; AID 540364; actives 0.56% (n = 360,000); HEK293 lucGAA850 FXN promoter luciferase reporter, 24 h; percent of 10 µM SAHA response;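 active = activation above the average of all compounds screened plus 3 SD, cutoff fixed separately per campaign, cut at about 7.5% in these data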;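 also: 0% = DMSO wells and 100% = 10 µM SAHA wells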
* hit, by the source's call; i = inactive; · = no result given.

SMILES	KLK7 zymogen act	NPR2 activator	rCAG binder	ASAP1 inh	DDE Tn6 FP inh	NPR1 activator	HGIII-sPLA2 inh	ARFGAP1 inh	ADAM10 inh	GAA850 FXN act
COc1cccc2sc3cc(C#CC4(O)CCCCC4)ccc3c(=O)c12	0.0	5	12	-9	-5	0	-30	6	-87	4.7
CN(c1ccccc1)S(=O)(=O)c1ccc2[nH]c(=O)[nH]c2c1	0.0	-10	-1	-4	6	2	1	6	-3	0.7
CC[C@H](C)[C@@H](C(=O)N1CCNCC1)n1cc([C@@H](N)CC(C)C)nn1	0.2	4	6	3	-1	-1	7	-6	-4	-0.6
Cc1cnn(C(=O)c2ccccc2Br)c1	-0.1	1	1	-12	-2	-4	6	11	11	·
O=C(COc1ccc(F)cc1)Nc1cc(S(=O)(=O)N2CCCCC2)ccc1N1CCCCC1	0.0	5	7	-2	-3	-2	-8	-2	-3	1.9
N#Cc1ccccc1OCC(=O)NC(N)=O	0.2	8	3	9	2	4	-1	-7	1	0.8
CCOc1ccccc1CN1CCC(n2nccc2NC(=O)C2CCCC2)CC1	-0.2	-3	-7	12	-3	-2	-2	6	1	-0.8
CC(C)N1CCC(n2nccc2NC(=O)c2ccc3c(c2)OCO3)CC1	-0.7	-4	0	1	-7	-5	6	-6	0	0.4
COc1ccc(OC)c(S(=O)(=O)Nc2cc3c4c(c2)CC(=O)N4CCC3)c1	-0.3	2	6	4	3	-1	-18	2	-3	4.3
O=C(Nc1ccc(Cl)cc1)c1cccc(S(=O)(=O)Nc2ccccn2)c1	0.3	-5	14	-1	-16	-11	-12	10	-5	-1.5
O=C(CCSc1nc(-c2ccc3c(c2)OCO3)cc(C(F)(F)F)n1)NCc1ccccc1	-3.9	0	-1	-14	4	-1	1	16	-55	0.7
CCCCCC(O)(c1ccc(OC)cc1)C(CN1CCOCC1)c1ccccc1 (stereo not given)	0.0	-14	-6	0	-6	-55	-12	4	1	-0.6
Cc1ccc(NS(=O)(=O)c2ccc(Cl)c(N=Nc3c(O)[nH]c(=O)[nH]c3=O)c2)cc1Cl	-0.4	-3	66*	-14	5	-6	-21	-2	-4	-0.4
O=C(NCc1ccccc1)N[C@@H](Cc1c[nH]c2ccccc12)C(=O)O	-0.2	2	1	-5	-7	1	5	10	4	1.6
C[C@H](NC(=O)c1ncn(Cc2ccccc2)c1C(=O)N[C@@H](C)c1ccccc1)c1ccccc1	0.1	-3	-3	-1	-5	-1	-6	1	10	2.0
CSc1ncc(CN2CCN(CCC(C)C)C(CCO)C2)cn1 (stereo not given)	-0.4	-1	-4	-17	-16	2	-2	5	-3	0.2
Cc1ccc(S(=O)(=O)NC(=O)Nc2ccc(C)cn2)cc1	0.5	3	2	-8	-9	-2	5	-1	-6	2.0
COc1ccc(CNC(=O)C2(CC(=O)NC(C)(C)C)CCCC2)cc1	-0.7	0	-7	-4	7	1	8	-1	-2	0.0
Cc1cc(OC(C)C(=O)NCc2ccccn2)c2c(C)cc(=O)oc2c1 (stereo not given)	14*	-5	-2	20	4	-6	3	-5	-425	-1.2
CC(C)c1ccc2occ(-c3nn[nH]n3)c(=O)c2c1	0.1	0	2	7	3	1	-4	-9	3	1.4
CC(C)C(NC(=O)C1CC(=O)N(Cc2ccccc2)C1)c1nc2ccccc2[nH]1 (stereo not given)	0.3	-2	3	4	-10	0	-5	19	-4	-3.4
O=C(O)CSCC(=O)N(c1ccccc1)c1ccccc1	0.5	4	0	1	3	2	2	-10	5	-1.4
COc1cc2c(cc1OC)C(C)N(C(=O)c1cc(C)on1)CC2 (stereo not given)	0.8	-1	-4	-15	-2	-1	4	-4	-10	-2.0
O=C(NCc1ccc(F)c(F)c1)c1ccc(-c2ccc(F)c(F)c2)c2ccoc12	-1.0	13	4	-2	0	1	-11	4	10	1.1
Cn1c(Cc2cccc3ccccc23)nnc1SCc1ccc([N+](=O)[O-])cc1	-0.1	2	-3	1	-10	-8	-4	-3	2	0.0
Other records
SMILES	KLK7 zymogen act	NPR2 activator	rCAG binder	ASAP1 inh	DDE Tn6 FP inh	NPR1 activator	HGIII-sPLA2 inh	ARFGAP1 inh	ADAM10 inh	GAA850 FXN act
CCOC(=O)C1CCCN(C(=O)/C=C/c2ccc(OC)cc2)C1 (stereo not given)	-0.6	-2	-4	4	0	-1	-1	0	8	-0.2
CC(=O)N1CCc2c(sc(NC(=O)CS(=O)(=O)c3ccc(F)cc3)c2C#N)C1	0.6	-4	6	0	-1	0	7	-3	-1	-0.2
CC(=O)NC(Cc1cccc(F)c1)C(=O)NC1CCN(C(=O)Nc2ccccc2)CC1 (stereo not given)	0.4	3	-3	5	4	-2	-1	-3	-1	-0.6
CN(c1ccc(OCC(=O)Nc2ccc3[nH]c(=O)[nH]c3c2)cc1)S(=O)(=O)c1ccc(Cl)cc1	-0.1	-3	9	9	-6	-2	-7	30*	-12	2.3
Cc1cc(C(=O)COC(=O)C2COc3ccccc3O2)c(C)n1CC1CCCO1 (stereo not given)	-0.3	-6	-6	-6	-4	4	1	-24	1	0.7
O=C(NCCO)c1ccccc1O	-6.6	4	2	1	7	0	8	1	-75	-0.3
O=C(CSc1nnnn1C1CCCC1)Nc1ccccc1F	-0.2	1	-3	-17	6	0	-4	-6	-5	-0.2
COc1ccc(NC(=O)Nc2ccccc2F)c([N+](=O)[O-])c1	-1.0	3	-1	-1	1	-1	5	2	-6	1.5
CCOC(=O)Oc1ccc2oc(=O)cc(C)c2c1	0.5	1	2	15	-3	1	-4	-5	-3	-0.2
c1nc(CCO[C@H]2CCCCO2)cc2cc3c(cc12)OCO3	-0.2	-5	-8	-1	2	-2	1	-1	-9	-5.4
O=C(O)c1ccc(N/N=C/C2=C(N3CCOCC3)C(=C\c3ccccc3)/CC2)cc1	0.2	-1	72*	-3	2	1	-19	-14	-8	2.3
O=c1cc(-c2ccccc2)c2c([nH]1)CCCC2	0.7	11	-3	-8	5	1	-2	0	-4	-0.1
O=C(N/N=C/c1ccc(O)c([N+](=O)[O-])c1)C(O)(c1ccccc1)c1ccccc1	-0.6	-5	26	14	-2	2	4	14	17	0.1
CC(=O)c1cc(-c2ccccc2)n(CC(=O)NC2CCCC2)c1C	0.4	3	-4	6	1	4	-3	-8	-1	-0.1
Cc1ccc(-c2ccc(S(=O)(=O)Nc3cccnc3)cc2)cc1	-0.2	3	12	4	-10	3	-8	0	-4	1.3
CC(=O)N1CCN(C(=O)c2cc(C)nc3ccccc23)CC1	-0.3	-6	-3	4	0	5	3	-3	-5	-0.3
COC(=O)c1c(NC(=O)/C=C/C(=O)O)sc(C)c1-c1ccc(C)c(C)c1	0.5	6	37*	-3	6	7	-11	-7	11	0.8
CCCCn1c(N)c(N(Cc2ccccc2OC)C(=O)C2=COCCO2)c(=O)[nH]c1=O	0.1	5	-12	1	-3	2	1	0	-11	1.1
O=C(Nc1ccc(N2CCN(Cc3ccccc3)CC2)cc1)c1ncn[nH]1	-0.2	-4	2	-12	3	4	-25	9	-5	-1.7
CCOC(=O)c1c(NC(=O)CSc2n[nH]c(N)n2)sc(CC)c1C	0.7	-2	4	19	-5	-4	-27	2	8	3.8
C/C(=N\Nc1nc(-c2cc(C)ccc2C)cs1)c1cc2c(ccc3ccccc32)oc1=O	-6.4	-3	47*	3	1	-4	-8	5	i	5.3
COCCNC(=O)CSc1nc2cc3c(cc2c(=O)n1CCCC(=O)NCc1ccc(OC)cc1)OCO3	-0.5	2	-4	7	0	-2	5	-9	2	1.4
COc1cnc(-c2cccc(C(F)(F)F)c2)c(NC(=O)c2cc3ccccc3s2)n1	-1.6	1	5	1	-3	-4	0	5	-4	-2.5
Cc1nc(C)c(-c2csc(Nc3cccc(O)c3)n2)s1	0.6	-6	4	-4	-3	-4	-14	4	-9	1.4
CCOC(=O)C1CCCN(c2c(NCCN(C)Cc3ccccc3)c(=O)c2=O)C1 (stereo not given)	0.7	6	-1	8	1	7	-1	18	-6	-0.9

Single records, as listed above:
Results for O=C(N/N=C/c1ccc(O)c([N+](=O)[O-])c1)C(O)(c1ccccc1)c1ccccc1 → KLK7 zymogen act: -0.6; NPR2 activator: -5; rCAG binder: 26; ASAP1 inh: 14; DDE Tn6 FP inh: -2; NPR1 activator: 2; HGIII-sPLA2 inh: 4; ARFGAP1 inh: 14; ADAM10 inh: 17; GAA850 FXN act: 0.1
Results for O=C(NCCO)c1ccccc1O → KLK7 zymogen act: -6.6; NPR2 activator: 4; rCAG binder: 2; ASAP1 inh: 1; DDE Tn6 FP inh: 7; NPR1 activator: 0; HGIII-sPLA2 inh: 8; ARFGAP1 inh: 1; ADAM10 inh: -75; GAA850 FXN act: -0.3

New compounds follow
SMILES	KLK7 zymogen act	NPR2 activator	rCAG binder	ASAP1 inh	DDE Tn6 FP inh	NPR1 activator	HGIII-sPLA2 inh	ARFGAP1 inh	ADAM10 inh	GAA850 FXN act
CCn1c(SCC(=O)N2CCCCC2C)nc2ccsc2c1=O (stereo not given)	-0.5	10	-6	-9	5	1	3	-11	-2	3.0
CC(=O)c1ccc(NC(=O)c2sc3nc4n(c(=O)c3c2C)CCCCC4)cc1	0.2	0	-4	10	-5	4	6	9	5	3.3
Cc1cc(C)cc(N2CC(C(=O)Nc3cc(C)on3)CC2=O)c1 (stereo not given)	-0.5	4	-3	-9	0	3	-2	-3	5	1.6
CC(C)(C)c1ccc(S(=O)(=O)Nc2noc3ccccc23)cc1	0.7	0	23	5	-5	6	-12	3	-3	0.4
CCOC(=O)N1CCN(C(=O)c2cc(COc3cccc(C(C)=O)c3)on2)CC1	0.5	2	-10	6	4	1	-1	11	-11	3.0
CCc1cc2c(cc3c(=O)n(CC(=O)NCCCN4CC(C)CC(C)C4)ncn32)s1 (stereo not given)	0.3	4	3	6	-5	2	9	-8	-7	0.1
COc1ccc(N2CCN(c3nc(Nc4ccc(C)c(F)c4)nc(N4CCCC4)n3)CC2)cc1	-0.1	0	2	0	8	4	-1	6	2	-0.5
Cc1ccc(/C(=N/Nc2ncnc3ccccc23)C(=O)O)cc1	2.3	-4	5	12	8	5	2	-10	-497	3.6
CN(C(=O)c1cccc(NC(=O)Cc2ccc(NC(=O)C3CCN(C(=O)C4CCCCC4)CC3)cc2)c1)C1CCCC1	-0.2	0	3	-12	0	2	-12	2	-3	-0.1
Cn1c(=O)n(C)c2cc(/C=N/n3cnnc3)ccc21	0.7	0	5	0	-7	1	5	18	-85	0.6
CCCCNc1c(-c2ccc(OC)c(SC(C)CC)c2)nc2ccc(Cl)cn12 (stereo not given)	-6.5	9	3	3	4	14	1	-16	-69	0.1
O=C(COC(=O)/C=C/c1cccs1)Nc1ccc2ccccc2c1	-1.9	-4	7	10	2	4	-5	2	-2	2.0
COc1ccc(OC)c(N(CC(=O)NCCSCc2ccco2)S(=O)(=O)c2ccccc2)c1	-0.4	6	-1	3	-5	-8	-8	1	17	-0.1
CC(NC(=O)C(=O)NCCN1CCN(C(=O)c2ccccc2Br)CC1)c1ccccc1 (stereo not given)	-0.4	1	-5	-6	0	-4	2	-1	3	-1.7
CCOC(=O)NNc1ccc(C(F)(F)F)cn1	0.4	0	-1	-4	4	6	15	-11	-10	-0.8
O=C(COc1ncnc2cc([N+](=O)[O-])ccc12)NCc1ccc2c(c1)OCO2	-0.7	4	8	2	-2	3	1	17	-4	1.4
Cc1ccsc1CNC(=O)C1(C)CCN1C(=O)C(C)C (stereo not given)	-0.5	0	2	-6	0	5	0	11	0	-3.1

Assay outcomes deposited in PubChem BioAssay by several laboratories.
